GLS inhibitor – glutaminase GLS (human) inhibition. AID 624170. O94925. 410,000 compounds, 0.21% hits. Potency, µM (doses to about 45.5 µM), inactives show at the highest dose activity change, negative = inhibition, hits mostly inhibitors. GLS enzymatic activity, qHTS titration
Target sequence (O94925 whole entry, looked up): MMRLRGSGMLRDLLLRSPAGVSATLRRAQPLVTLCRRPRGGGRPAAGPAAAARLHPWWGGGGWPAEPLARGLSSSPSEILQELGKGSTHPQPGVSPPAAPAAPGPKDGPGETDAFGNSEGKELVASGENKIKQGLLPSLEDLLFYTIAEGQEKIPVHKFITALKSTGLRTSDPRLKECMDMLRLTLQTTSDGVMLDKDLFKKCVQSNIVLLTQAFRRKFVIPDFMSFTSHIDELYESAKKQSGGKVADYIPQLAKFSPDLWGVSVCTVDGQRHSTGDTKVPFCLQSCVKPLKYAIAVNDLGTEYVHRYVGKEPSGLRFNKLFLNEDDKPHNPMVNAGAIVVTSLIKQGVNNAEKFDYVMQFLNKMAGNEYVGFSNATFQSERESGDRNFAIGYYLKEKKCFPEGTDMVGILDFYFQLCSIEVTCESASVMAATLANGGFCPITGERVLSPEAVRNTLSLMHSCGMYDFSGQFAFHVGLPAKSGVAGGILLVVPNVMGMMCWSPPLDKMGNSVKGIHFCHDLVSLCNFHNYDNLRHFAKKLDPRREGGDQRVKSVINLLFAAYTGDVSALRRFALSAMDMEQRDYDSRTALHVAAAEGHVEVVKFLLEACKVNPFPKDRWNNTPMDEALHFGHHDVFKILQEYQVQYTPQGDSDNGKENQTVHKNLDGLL
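hKGA in 45 mM KH2PO4 pH 8.2, 0.02% Tween-20 with pin-transferred compounds; 1 mM L-glutamine (stock) plus glutamate oxidase/HRP/Amplex Red coupling added. Fluorescence read initially and after 30 min at RT.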
G9a inh – blocks human histone lysine methyltransferase G9a; Q96KQ7; G9a H3K9 monomethylation, AlphaScreen, 2 h; Potency, µM (series often up to 102 µM), for inactives: at the highest dose activity, negative = inhibition, most hits filed as inhibitors; 350,000 compounds, 8.8% hits; AID 504332; note: nearly all actives have a fitted effect of over 75% in size
Target sequence (Q96KQ7 913-1193 limits assumed): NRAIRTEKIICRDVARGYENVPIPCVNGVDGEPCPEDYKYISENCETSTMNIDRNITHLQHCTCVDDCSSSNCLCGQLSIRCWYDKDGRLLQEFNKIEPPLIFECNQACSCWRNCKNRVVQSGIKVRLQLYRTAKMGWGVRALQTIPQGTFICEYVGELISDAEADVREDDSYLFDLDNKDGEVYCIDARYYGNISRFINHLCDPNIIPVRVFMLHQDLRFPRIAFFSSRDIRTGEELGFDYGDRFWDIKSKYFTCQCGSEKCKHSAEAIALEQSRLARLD
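AlphaScreen detection with an anti-monomethyl H3K9 antibody quantified product after a 2 h room-temperature reaction containing 500 nM biotinylated H3K9 peptide, 20 µM SAM and 20 nM enzyme, which had been preincubated 15 min with compound.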
The depositor's hits bear a star; ? = inconclusive; [ ] = another dose, or the depositor's remark. Calls come from the whole dose curve; as a rule, active = well fitted curve in the direction sought with a large enough effect; inconclusive = small, poorly fitted or top-dose-only effect, or another doubt; inactive = no such curve, though single readings can be large; an effect the other way counts as inactive or inconclusive. % is set by controls: 0 for no effect and ±100 for the full control effect; potency is the fitted concentration of half-maximal effect. A portion of the library; the hit share may differ from the screen's.

nr | mol | GLS inhibitor | G9a inh
1 | O=C(O)[C@@H](S)[C@H](S)C(=O)O | ? | 6.31µM*
2 | CCC(C(=O)C(C)C(O)C(C)CCc1ccc(C)c(O)c1C(=O)O)C1OC(CC)(C2CC[C@@](O)(CC)C(C)O2)CC1C (stereo partly drawn) | -23.2% | -3.5%[2.33 µM]
3 | COc1ccc(C(=O)/C(Br)=C/C(=O)O)cc1 | 4.7% | ?
4 | C=C1c2c(Cl)ccc(O)c2C(O)=C2C(=O)[C@@]3(O)C(O)=C(C(N)=O)C(=O)[C@@H](N(C)C)[C@@H]3[C@@H](O)[C@H]12 | ? | 11.2µM*
5 | CC(C)c1ncc([N+](=O)[O-])n1C | 2.9% | -6.8%[12.7 µM]
6 | C[C@@H]1CC2C3CCC4=CC(=O)C=C[C@]4(C)[C@@]3(F)[C@@H](O)C[C@]2(C)[C@@]1(O)C(=O)COC(=O)c1cccc(S(=O)(=O)O)c1 (stereo partly drawn) | 3.8% | -34.0%[12.7 µM]
7 | CC(C)=CCC[C@](C)(O)C1CC=C(C)CC1 (stereo partly drawn) | 0.3% | -43.6%[2.33 µM]
8 | O=S(=O)(O)c1cc(O)c2c(N=Nc3ccc(Nc4ccccc4)c4c(S(=O)(=O)O)cccc34)cc(S(=O)(=O)O)cc2c1 | -44.8% | ?
9 | CCOC(=O)O[C@@H](C)OC(=O)[C@@H]1N2C(=O)[C@@H](NC(=O)[C@@H](N)c3ccccc3)[C@H]2SC1(C)C | -1.0%[20 µM] | 27.5%[21.5 µM]
10 | C=C1NC(=O)c2cc(CN(C)c3ccc(C(=O)N[C@@H](CCC(=O)O)C(=O)O)s3)ccc2N1 | 5.9% | 11.0%[59 µM]
11 | CC(C)CCCCCCc1ccc(O)cc1 | 0.3% | -27.6%[12.7 µM]
12 | CC1(C)SC2C(NC(=O)C(N)c3ccccc3)C(=O)N2C1C(=O)O (stereo not drawn) | ? | 3.9%[2.33 µM]
13 | O=C(O)[C@@H](O)[C@@H](O)[C@H](O)[C@H](O)CO | -0.9% | 24.3%[59 µM]
14 | CCC[C@@H]1O[C@@H]2C[C@@H]3[C@H]4CCC5=CC(=O)C=C[C@@]5(C)[C@H]4[C@H](O)C[C@@]3(C)[C@@]2(C(=O)CO)O1 | -10.5% | -2.0%[12.7 µM]
15 | O=C(OC[C@@H]1O[C@@](O)(COC(=O)c2cccnc2)[C@H](OC(=O)c2cccnc2)[C@H]1OC(=O)c1cccnc1)c1cccnc1 | -2.0% | ?
16 | CC(C)=CCC/C(C)=C/CC/C(C)=C/CC/C=C(\C)CC/C=C(\C)CCC=C(C)C | 1.5% | 4.8%[12.7 µM]
17 | O=C1Oc2ccccc2C(=O)C1C(CC(O)c1ccc(-c2ccc(Br)cc2)cc1)c1ccccc1 (stereo not drawn) | 16.7% | ?
18 | C/C=C1/NN(CCCN2CCN(c3cccc(Cl)c3)CC2)C(=O)N1CCOc1ccccc1 | -11.2% | ?
19 | ClC(Cl)Cl | -21.9% | 35.6%[59 µM]
20 | OC[C@@H]1O[C@](CO)(O[C@H]2O[C@H](CO)[C@@H](O)[C@H](O)[C@H]2O)[C@H](O)[C@H]1O | 4.7% | 3.1%[12.7 µM]
21 | Cc1cc2nc3c(=O)[nH]c(=O)nc-3n(CC(O)C(O)C(O)COP(=O)(O)O)c2cc1C (stereo not drawn) | -5.0% | ?
22 | COc1cc2c(cc1OC)C(c1ccccc1)CN(C)CC2 (stereo not drawn) | 33.2%[activator] | ?
23 | CC(C)C[C@H](NC(=O)[C@@H](Cc1c[nH]c2ccccc12)NC(=O)[C@@H](Cc1ccc(O)cc1)NC(=O)[C@@H](CO)NC(=O)[C@@H](Cc1c[nH]c2ccccc12)NC(=O)C(Cc1cnc[nH]1)NC(=O)C1CCC(=O)N1)C(=O)N[C@@H](CCCN=C(N)N)C(=O)N1CCC[C@@H]1C(=O)NCC(N)=O (stereo partly drawn) | 44.6%[activator] | ?
24 | CCOC(=O)C(CS)NCCN[C@@H](CS)C(=O)OCC (stereo partly drawn) | 3.6% | ?
25 | Nc1c(N=Nc2ccc(-c3ccc(N=Nc4cc(S(=O)(=O)O)c5ccccc5c4N)cc3)cc2)cc(S(=O)(=O)O)c2ccccc12 | ? | 3.55µM*
26 | NC(=O)c1cc[n+](CC2=C(C(=O)[O-])N3C(=O)[C@@H](NC(=O)Cc4cccs4)[C@@H]3SC2)cc1 | -12.2%[20 µM] | 7.94µM*
27 | O=C(O)CC(O)CC(O)/C=C/c1c(C2CC2)nc2ccccc2c1-c1ccc(F)cc1 (stereo not drawn) | -12.8% | 25.3%[59 µM]
28 | CC1(C)S[C@@H]2[C@H](NC(=O)COc3ccccc3)C(=O)N2[C@H]1C(=O)O | 9.3% | 33.3%[59 µM]
29 | O=C1O[C@@H]([C@@H](O)CO)[C@@H](O)[C@H]1O | 5.3% | -40.8%[12.7 µM]
30 | O=C1CCC(=O)N1CO | 0.0% | -20.7%[12.7 µM]
31 | CC(C)C[C@@H](NC(=O)[C@@H](Cc1ccccc1)NC(=O)c1cnccn1)B(O)O | 19.3% | 1.3%[12.7 µM]
32 | C[N+]1(C)[C@@H]2CC(OC(=O)C(O)(c3cccs3)c3cccs3)C[C@H]1[C@@H]1O[C@@H]12 (stereo partly drawn) | -1.6% | -2.5%[12.7 µM]
33 | CCCCC[C@H](O)/C=C\[C@@H]1[C@H](O)CC(=O)[C@@H]1CCCCCCC(=O)O | -4.9%[20 µM] | 34.0%[21.5 µM]
34 | COCC(=O)Nc1cc(Sc2ccccc2)ccc1N=C(NC(=O)OC)NC(=O)OC | 18.7% | -0.2%[12.7 µM]
35 | NCc1ccccc1CC(=O)N[C@@H]1C(=O)N2C(C(=O)O)=C(CSc3nnnn3CC(=O)O)CS[C@@H]12 | -31.7%[20 µM] | -6.7%[21.5 µM]
36 | CC(C)CN(C[C@@H](OP(=O)(O)O)[C@H](Cc1ccccc1)NC(=O)O[C@@H]1CCOC1)S(=O)(=O)c1ccc(N)cc1 | 14.1µM* | 14.6%[12.7 µM]
37 | NC(C(=O)O)[C@@H]1CC(Cl)=NO1 (stereo partly drawn) | 4.7% | -33.8%[2.33 µM]
38 | NS(=O)(=O)c1cc2c(cc1Cl)N[C@@H](C(Cl)Cl)NS2(=O)=O | -17.1%[20 µM] | 6.4%[21.5 µM]
39 | O=C(O)C[CH2][Ge](=[O])[O][Ge](=[O])[CH2]CC(=O)O | -15.2% | 38.0%[59 µM]
40 | CC(=O)NCCCS(=O)(=O)O | 2.2% | 3.4%[12.7 µM]
41 | CCO[C@H]1O[C@@H]([C@H](COCc2ccccc2)OCc2ccccc2)[C@@H](OCc2ccccc2)[C@H]1O | -2.5%[20 µM] | 28.7%[21.5 µM]
42 | COC(=O)N/N=C/C1=C[N+](=O)c2ccccc2[N+]1=O | 1.9% | -34.3%[2.33 µM]
43 | CC(=O)Nc1ccc(OC(C)=O)cc1 | 1.7% | 2.2%[12.7 µM]
44 | CCOc1ccc(N=Nc2ccc(N)cc2N)cc1 | 14.1% | ?
45 | CO/N=C(/C(=O)N[C@@H]1C(=O)N2C(C(=O)O)=C(CSc3nnnn3C)CS[C@H]12)c1csc(N)n1 | 1.7% | -40.6%[12.7 µM]
46 | CC(C)(C)NC[C@H](O)COc1cccc2c1CCC(=O)N2 | -12.1%[20 µM] | 22.8%[21.5 µM]
47 | CNC[C@H](O)c1ccc(OC(=O)C(C)(C)C)c(OC(=O)C(C)(C)C)c1 | -3.7%[20 µM] | 5.0%[21.5 µM]
48 | CO | -11.5% | 28.4%[59 µM]
49 | O=C(O[C@H]1CN2CCC1CC2)N1CCc2ccccc2[C@@H]1c1ccccc1 | 0.4% | -43.8%[12.7 µM]
50 | CCOC(=O)C1=C(C)NC(C)=C(C(=O)OCC)C1c1ccccc1C=CC(=O)OC(C)(C)C | 0.0% | 68.2%[activator][59 µM]
51 | CC(=O)O[C@@H](C)C[N+](C)(C)C | -0.5%[20 µM] | 10.3%[21.5 µM]
52 | CCN[C@@H]1C[C@H](C)S(=O)(=O)c2sc(S(N)(=O)=O)cc21 | 17.1% | ?
53 | COC1CC(O[C@H]2/C(C)=C/CC3CC(C[C@]4(CCC(C)C(C5CCCCC5)O4)O3)OC(=O)[C@H]3C=C(C)/C(=N/O)C4OC/C(=C\C=C\[C@@H]2C)[C@@]43O)OC(C)C1O (stereo partly drawn) | -5.6% | -10.3%[2.33 µM]
54 | OC[C@H]1O[C@@](CO)(O[C@H]2O[C@H](CO)[C@@H](O)[C@H](O)[C@H]2O)[C@@H](O)[C@@H]1O | -6.1% | -4.3%[12.7 µM]
55 | CC(CN(C)C)CN1c2ccccc2Sc2ccc(C(F)(F)F)cc21 (stereo not drawn) | 23.7% | -46.3%[12.7 µM]
56 | CC1(C)SC2[C@@H](N=CN3CCCCCC3)C(=O)N2[C@H]1C(=O)O (stereo partly drawn) | -18.2% | 5.5%[59 µM]
57 | C[C@]12CCC(=O)C=C1[C@@H]1C[C@H]1[C@H]1[C@@H]3[C@@H]4C[C@H]4[C@@]4(CCC(=O)O4)[C@@]3(C)CC[C@@H]12 | -3.5% | -0.8%[59 µM]
58 | CC(=O)OCC(=O)[C@@]1(O)CCC2C3CCC4=CC(=O)C=CC4(C)C3C(O)C[C@]21C (stereo partly drawn) | -4.6% | -8.4%[2.33 µM]
59 | CC1=CCC(C(C)(C)O)CC1 (stereo not drawn) | -18.7% | 23.9%[59 µM]
60 | [O-][N+](=Nc1ccccc1)c1ccccc1 | -10.4% | 30.7%[59 µM]

Not a retest: an excerpt of the list.
nr | mol | GLS inhibitor | G9a inh
31 | CC(C)C[C@@H](NC(=O)[C@@H](Cc1ccccc1)NC(=O)c1cnccn1)B(O)O | 19.3% | 1.3%[12.7 µM]
32 | C[N+]1(C)[C@@H]2CC(OC(=O)C(O)(c3cccs3)c3cccs3)C[C@H]1[C@@H]1O[C@@H]12 (stereo partly drawn) | -1.6% | -2.5%[12.7 µM]
33 | CCCCC[C@H](O)/C=C\[C@@H]1[C@H](O)CC(=O)[C@@H]1CCCCCCC(=O)O | -4.9%[20 µM] | 34.0%[21.5 µM]
34 | COCC(=O)Nc1cc(Sc2ccccc2)ccc1N=C(NC(=O)OC)NC(=O)OC | 18.7% | -0.2%[12.7 µM]

Some of the entries above in a different format.
Values in the order: GLS inhibitor, G9a inh
#35 NCc1ccccc1CC(=O)N[C@@H]1C(=O)N2C(C(=O)O)=C(CSc3nnnn3CC(=O)O)CS[C@@H]12
  -31.7%[20 µM], -6.7%[21.5 µM]
#36 CC(C)CN(C[C@@H](OP(=O)(O)O)[C@H](Cc1ccccc1)NC(=O)O[C@@H]1CCOC1)S(=O)(=O)c1ccc(N)cc1
  14.1µM*, 14.6%[12.7 µM]

Further records
nr | mol | GLS inhibitor | G9a inh
61 | C#C[C@@]1(O)CC[C@@H]2[C@H]3CCC4=C/C(=N\O)CC[C@H]4[C@@H]3CC[C@]21CC | 22.8% | -3.9%[12.7 µM]
62 | CC(=O)OC1CC2CCC1(C)C2(C)C (stereo not drawn) | 2.6% | 27.3%[59 µM]
63 | CC(=O)OCC1=C(C(=O)O)N2C(=O)C(NC(=O)Cc3ccccc3)C2SC1 (stereo not drawn) | ? | ?
64 | NCC[C@H](O)C(=O)N[C@@H]1C[C@H](N)[C@@H](O[C@H]2O[C@H](CN)CC[C@H]2N)[C@H](O)[C@H]1O[C@H]1O[C@H](CO)[C@@H](O)[C@H](N)[C@H]1O | -0.7% | -3.3%[12.7 µM]
65 | CC(=O)Nc1ccc(OC(=O)c2ccccc2O)cc1 | 0.7% | -50.1%[2.33 µM]
66 | NCCCC(N)CC(=O)NCC1NC(=O)C(CO)NC(=O)C(N)CNC(=O)C(C2CCN=C(N)N2)NC(=O)/C(=C/NC(N)=O)NC1=O (stereo not drawn) | -4.0% | -46.6%[2.33 µM]
67 | CN[C@H]1[C@H](O)[C@@H](O[C@@H]2[C@H](O)[C@@H](O[C@H]3OC(CN)=CC[C@H]3N)[C@@H](N)C[C@H]2N)OC[C@@]1(C)O | -19.3%[20 µM] | -13.6%[21.5 µM]
68 | CCCC(=O)O[C@]1(C(=O)CO)CCC2[C@@H]3CCC4=CC(=O)CC[C@]4(C)C3C(O)C[C@]21C (stereo partly drawn) | -5.5% | -5.6%[2.33 µM]
69 | CC12CC[C@@H]3c4ccc(OS(=O)(=O)O)cc4CC[C@H]3C1CCC2=O (stereo partly drawn) | 2.0% | 14.4%[21.5 µM]
70 | CC1CCC(C(C)C)C(O)C1 (stereo not drawn) | -9.0% | 30.5%[59 µM]
71 | CC(C)(C)NC[C@H](O)CSc1nc(-c2ccc(C(N)=O)s2)cs1 | 4.9% | ?

Grouped by structure, those above containing a tert-butyl group.
nr | mol | GLS inhibitor | G9a inh
46 | CC(C)(C)NC[C@H](O)COc1cccc2c1CCC(=O)N2 | -12.1%[20 µM] | 22.8%[21.5 µM]
47 | CNC[C@H](O)c1ccc(OC(=O)C(C)(C)C)c(OC(=O)C(C)(C)C)c1 | -3.7%[20 µM] | 5.0%[21.5 µM]
50 | CCOC(=O)C1=C(C)NC(C)=C(C(=O)OCC)C1c1ccccc1C=CC(=O)OC(C)(C)C | 0.0% | 68.2%[activator][59 µM]
71 | CC(C)(C)NC[C@H](O)CSc1nc(-c2ccc(C(N)=O)s2)cs1 | 4.9% | ?

Assay outcomes: PubChem BioAssay, National Center for Advancing Translational Sciences (NCATS)
